PrPC surface inh: inhibitors of human cell surface prion protein PrPC. P04156. TR-FRET read-out. inhibition, % at 13.8 µM. 370,000 compounds, 0.43% hits; in the data active = inhibition above about 24%; also: 0% = median of the test wells and 100% = reference compound wells
Rv3671c inh: inhibitors of M. tuberculosis serine protease Rv3671c | P9WHR9 | inhibition, % at 5.96 µM | 320,000 compounds, 0.048% hits | AID 2606; in the data active = inhibition above about 38%;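 also: extracellular domain of Rv3671c used as enzyme; 0% = enzyme with DMSO and 100% = no enzyme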
MazF activator: increases E. coli MazEF RNase cleavage of RNA | activation, % at 20 µM | P0AE70 | FAM/BHQ RNA-DNA oligo cleavage fluorescence, 5 h | 350,000 compounds, 0.32% hits; in the data active = activation above about 50%
Target sequence (P0AE70 whole entry, looked up): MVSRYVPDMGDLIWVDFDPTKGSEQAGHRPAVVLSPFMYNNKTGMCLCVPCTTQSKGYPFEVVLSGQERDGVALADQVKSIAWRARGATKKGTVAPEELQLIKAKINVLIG
BoNT-F LC inh: BoNT F light chain protease inhibition; Multiplex microsphere protease cleavage assay, flow cytometry; inhibition, % at 10 µM; 360,000 compounds, 0.22% hits; AID 588497; in the data active = inhibition above about 35%, passing the limit was not always enough; inconclusive = no clear call, values can overlap the other calls; also: plate controls were buffer without enzyme for full effect and enzyme alone for no effect
FBA Mtb inh: inhibitors of M. tuberculosis fructose-bisphosphate aldolase. P9WQA3. purified M. tuberculosis FBA, fluorescence read-out. inhibition, % at 1 µM. 360,000 compounds, 2.3% hits. AID 588726; in the data active = inhibition above about 27%;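 also: 0% = vehicle and 100% = reference inhibitor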
Target sequence (P9WQA3 whole entry, looked up): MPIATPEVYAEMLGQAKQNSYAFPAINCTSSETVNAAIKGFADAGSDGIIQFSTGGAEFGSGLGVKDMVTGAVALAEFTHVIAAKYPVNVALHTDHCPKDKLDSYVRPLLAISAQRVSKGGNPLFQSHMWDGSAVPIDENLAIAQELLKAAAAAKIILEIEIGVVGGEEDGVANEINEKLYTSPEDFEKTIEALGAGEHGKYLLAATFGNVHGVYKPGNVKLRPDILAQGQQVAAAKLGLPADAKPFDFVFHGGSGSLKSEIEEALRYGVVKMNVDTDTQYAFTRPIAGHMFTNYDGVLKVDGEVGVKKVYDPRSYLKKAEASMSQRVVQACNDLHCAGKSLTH
BioA inh: BioA (M. tuberculosis) enzyme inhibition. purified M. tuberculosis BioA enzyme, plate reader. inhibition, % at 9.99 µM. 360,000 compounds, 0.096% hits. AID 602481; in the data active = inhibition above about 40%; inconclusive = no clear call, values can overlap the other calls
GDH-TPI inh: GDH-TPI coupled enzyme inhibition counter-screen | GDH-TPI coupled enzyme counterscreen, NADH absorbance | inhibition, % at 4.8 µM | 360,000 compounds, 1.2% hits; in the data active = inhibition above about 30%;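 also: 0% = DMSO wells and 100% = wells lacking the enzyme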
FadD28 binding: inhibitors of Mycobacterium tuberculosis FadD28 bisubstrate binding; FadD28 bisubstrate probe binding, fluorescence polarization; inhibition, % at 12.5 µM; 360,000 compounds, 0.22% hits; AID 588549; in the data active = inhibition above about 8.5%, passing the limit was not always enough; inconclusive = no clear call, values can overlap the other calls
Mtb UGM inh: inhibitors of M. tuberculosis UDP-galactopyranose mutase; P9WIQ1; purified UGM, fluorescence polarization probe displacement; inhibition, % at 10 µM; 320,000 compounds, 0.06% hits; AID 504406; in the data active = inhibition above about 10%, passing the limit was not always enough; inconclusive = no clear call, values can overlap the other calls
Target sequence (P9WIQ1 whole entry, looked up): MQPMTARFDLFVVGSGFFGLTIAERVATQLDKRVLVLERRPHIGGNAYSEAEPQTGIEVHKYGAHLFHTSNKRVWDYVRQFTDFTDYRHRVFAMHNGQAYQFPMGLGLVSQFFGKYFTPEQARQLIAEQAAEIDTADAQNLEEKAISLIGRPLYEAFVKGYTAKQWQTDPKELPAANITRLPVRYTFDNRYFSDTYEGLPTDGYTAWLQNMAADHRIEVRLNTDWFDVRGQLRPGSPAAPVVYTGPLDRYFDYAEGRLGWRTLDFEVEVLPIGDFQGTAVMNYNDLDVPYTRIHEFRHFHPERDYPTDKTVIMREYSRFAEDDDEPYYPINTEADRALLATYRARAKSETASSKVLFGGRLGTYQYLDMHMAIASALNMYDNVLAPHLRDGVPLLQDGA
* marks the source's active call; other numbers are inactive results; u = inconclusive; x = not tested or not shown. Rows are unselected. Share with any hit: about 4.8%.

Values in the order – PrPC surface inh, Rv3671c inh, MazF activator, BoNT-F LC inh, FBA Mtb inh, BioA inh, GDH-TPI inh, FadD28 binding, Mtb UGM inh
COc1cccc(C(=O)Nc2nnc(S(=O)(=O)Nc3cccc(C)c3)s2)c1
  3, -16, 7, -15, 6, -2.0, 37*, -1.1, 5.4
Cc1nc(S/C(=C/c2ccc(-c3cc(Cl)ccc3C)o2)C(=O)O)n[nH]1
  5, 13, -17, -4, 1, x, 18, 1.2, -0.2
CC1(C)CC(=O)c2sc(NS(=O)(=O)c3cc(Cl)ccc3Cl)nc2C1
  6, -4, 2, -8, -2, x, 19, x, 1.2
NC(CCc1ccccc1)c1csc(NC(=O)Nc2ccccc2Oc2ccccc2)n1 (stereo unspecified)
  50*, x, x, -33, 1, -2.7, 16, -1.8, x
COc1ccc(C2Nc3ccccc3C(=O)N2c2ccccc2)cc1Cn1cc([N+](=O)[O-])cn1 (stereo unspecified)
  -6, -4, 6, -3, 0, -1.2, -2, -3.7, 4.0
O=C(COC(=O)/C=C/c1cccc(C(F)(F)F)c1)Nc1cccc2ccccc12
  -3, -6, -6, 0, -1, x, -3, 2.0, 1.8
COc1ccc2c(c1)c(=O)c(Br)c(C)n2Cc1ccccc1
  -8, -22, -8, 2, -2, -0.9, -6, -6.0, -0.6
O=C(NC1CCCCC1)C12CC3CC(CC(Cl)(C3)C1)C2
  -2, 0, 3, -3, -2, -2.0, -4, -0.7, 0.1
Cc1cc(C)n(CCCN2C(=O)c3cccc4cccc(c34)C2=O)n1
  -32, 11, 4, 0, 3, x, 14, -0.3, -2.7
COc1ccc(CNC(=O)c2ccc(S(=O)(=O)NCc3ccco3)cc2)cc1
  1, -2, 5, u, -3, -0.5, -2, -1.9, x
COc1ccc(Cc2nnc3n2N=C(c2cc4ccccc4o2)CS3)cc1OC
  -1, -6, 2, -12, -2, -3.0, 41*, -1.8, 0.7
COc1ccc(N(CC(=O)NCCSc2ccccc2)S(=O)(=O)c2ccccc2)cc1OC
  -6, -4, -6, -2, 0, 0.6, 5, -0.6, -0.4
Cc1cc(C)c(C)c(S(=O)(=O)N2CCN(CC(=O)c3c(N)n(Cc4ccccc4)c(=O)n(C)c3=O)CC2)c1C
  -2, -14, -8, 6, 1, 0.1, 1, -3.8, -1.6
CCOC(=O)N1CCN(CCC(=O)Nc2cc(OC)ccc2OC)CC1
  2, -1, 11, -3, 1, 1.1, 1, -1.9, -5.7
C=CCNS(=O)(=O)c1ccc(OCC(=O)OC)cc1
  -5, -5, 2, -7, 1, -2.1, 7, 0.8, -0.3
CCOc1ccc(OCC)c(Nc2cc(C)nc3ncnn23)c1
  5, 10, 0, -3, 2, -1.6, 9, -1.6, 3.0
O=C(NC1CCCC1)c1ccc2nc[nH]c2c1
  -2, -5, 1, 6, -1, 7.1, -3, -0.7, -2.9
COC(=O)C1=C(c2ccc(OC(F)(F)F)cc2)C[C@@H]2CC[C@H]1N2C(=O)N1CCC(O)CC1
  -5, 7, 8, 1, -1, 1.3, 3, 0.3, 0.5
CCc1cc2c(CN3CCN(Cc4ccccc4)CC3)cc(=O)oc2cc1O
  -1, x, 7, -5, 97*, 1.7, 7, -2.7, 0.9
C/C(=N\NC(=O)c1ccccc1O)c1cccs1
  -6, 9, 2, -14, 1, -2.7, 10, -1.1, 3.0
COc1ccc(CCNC2=C(Cl)C(=O)N(CCc3ccc(OC)c(OC)c3)C2=O)cc1OC
  -5, 2, 10, u, -4, -0.1, -7, -2.7, -2.0
COc1ccc(-c2ccc(OC)c([C@H]3[C@@H]4C=CCC[C@@]4(C)C(=O)N3Cc3ccccc3)c2)cc1OC
  7, -14, -4, -8, -3, -0.7, 14, -2.6, 4.7
COc1ccc(S(N)(=O)=O)cc1C(=O)OCC(=O)Nc1sccc1C#N
  8, 0, 2, -1, 0, -2.1, 8, 0.6, 2.4
Cc1cc(-c2ccc([N+](=O)[O-])cc2)nc2ccccc12
  -8, 4, 0, -4, 0, x, 7, -2.5, -0.6
COC(=O)c1c(CSc2cccc(C)c2)noc1C(=O)NCc1ccco1
  5, -4, 2, -9, 0, 0.8, 5, 0.3, -1.3
CC1=CC(C)[C@@H]2COC(c3ccc(O)cc3)[C@H]1C2C (stereo partly specified)
  -6, -9, 7, -22, 3, -1.6, 9, -1.4, -3.4
CCOC(=O)C(O)C1CCc2c([nH]c3ccc(C)cc23)C1=O (stereo unspecified)
  -8, 2, -21, u, 7, 1.2, 8, -3.2, -1.4
CCc1nnc(NS(=O)(=O)c2ccc(NC(=S)NC(=O)c3ccc(OC)c(OC)c3)cc2)s1
  3, -1, 4, 1, -1, x, 11, -8.7, 1.4
COc1ccc(CN2CCCC(N3CCc4ccccc4C3)C2)c(O)c1 (stereo unspecified)
  -6, 1, 2, -6, 0, 7.1, -8, -3.0, 7.3
COc1ccc(O)c(C2=Nc3ccccc3N=C(c3ccccc3)C2)c1
  3, -25, -1, -4, 7, -2.6, -2, -0.3, -1.2
COc1ccc(C(=O)N2C[C@H]3C[C@@H](C2)c2cccc(=O)n2C3)cc1OC
  0, 1, 10, 2, 7, 1.1, 6, 0.6, -0.4
CCOc1ccc(-c2nc3scc(-c4cccs4)c3c(=O)[nH]2)cc1
  1, -1, -14, -3, 1, x, 10, 0.4, 0.2
COC(=O)CN(c1cc(Cl)ccc1OC)S(=O)(=O)c1ccc(C)cc1
  6, 1, 3, x, 3, x, 5, -0.2, 0.7
Cc1c(Br)cccc1NC(=O)c1sccc1-n1cccc1
  -4, x, 3, -47, 2, -2.4, 14, -4.3, x
Cc1ccc(CNC(=O)Nc2ccc(F)cc2)n1C
  8, x, 6, -31, 1, 0.5, -6, -2.6, -1.8
CCOc1cc(C(=O)OC(C)C(=O)Nc2ccc(NC(C)=O)cc2)ccc1OCC(=O)N1CCCCC1 (stereo unspecified)
  6, -2, 1, -3, -2, 0.5, 5, -4.1, 1.4
Cc1ccc(NC(=O)CC(C(=O)O)c2ccccc2)cc1 (stereo unspecified)
  -3, 10, 10, 2, 5, -1.4, 8, -0.4, 1.3
C/C(=N/OC(=O)c1c(-c2ccccc2Cl)noc1C)c1cnccn1
  5, 13, 7, 6, 5, x, -7, -2.6, -1.0
Cc1oc(/C=N/NC(=O)CN(c2ccccc2Br)S(C)(=O)=O)cc1Br
  -4, -2, 21, 2, -3, x, 12, -2.0, 1.4
CCOc1ccc(S(=O)(=O)n2cc(F)c(=O)[nH]c2=O)cc1[N+](=O)[O-]
  0, -2, 0, 1, -1, 3.3, -5, -0.9, 0.3
Cc1ccc(-c2cccc(NC(=O)C3C4C=CC(C4)C3C(=O)O)c2)o1 (stereo unspecified)
  3, -1, 11, 3, 17, 0.2, -5, -2.1, -1.9
COc1cccc(OCCCOc2ccc([N+](=O)[O-])cc2Cl)c1
  -8, -5, -3, -4, 3, -0.5, 4, -0.5, -5.9
COc1ccc(S(=O)(=O)NCCCCCC(=O)NCCCN2CCOCC2)cc1
  x, -9, -7, 2, -1, -3.5, -3, 0.1, 3.4
Cc1cccc(N2C(=O)NC(=O)C3(Cc4cc(C)ccc4N(C)C3)C2=O)c1 (stereo unspecified)
  5, -1, 4, -12, -5, -0.3, -6, -2.0, 0.9
COc1cc(C(C)=O)ccc1OC(=O)N1CCOCC1
  -4, x, 0, -2, 2, 5.5, 7, -2.7, x
CCOC(=O)CCCn1ncn2c(cc3occc32)c1=O
  6, -2, 0, -4, 6, 2.8, -4, -4.0, -0.6
CCC1(c2ccc(F)cc2)NC(=O)N(CC(=O)NC2CCCC(C)C2C)C1=O (stereo unspecified)
  -2, 1, 3, -4, 0, -2.4, 3, -0.5, 2.3
COc1ccc(-n2c(COc3cccc(C)c3)n[nH]c2=S)cc1
  4, -5, 11, -15, 17, -0.4, -9, -0.6, 2.1
CCCCOC(=O)N1CCOCCOCCOCC1
  8, -9, 6, 0, 2, x, 3, -2.3, 0.9
Nc1[nH]nc2c1NN(c1ccc(Cl)cc1Cl)N2
  3, 10, -1, 8, -2, x, 11, -1.0, -1.4
CC(C)N(C(=O)COC(=O)Cn1cnc2ccccc21)c1ccccc1
  -9, x, 6, x, -1, -0.3, 6, -2.4, x
Cc1nc([N+](=O)[O-])cn1CC(=O)NCCCO
  -1, -5, 1, -4, 3, x, 12, -0.2, 1.9
CC(=O)N1CCC[C@H]1C(=O)O
  0, -2, -6, -8, 3, x, 4, 0.3, -2.4
Oc1ccccc1-n1nc2ccc3nonc3c2n1
  -9, -3, 4, -5, 1, x, 5, -2.5, -3.2
COc1cccc(NC(=O)C(C)NS(=O)(=O)c2ccc(Br)cc2)c1 (stereo unspecified)
  2, -1, 0, -5, -3, 1.4, -8, -9.0, -1.6
Cc1ccc(-n2c(C)cn(C(=O)c3ccccc3)c2=S)cc1
  -9, 0, -10, 2, 2, -0.4, 17, -2.8, -2.5
NC(=O)C1CC2(C1)CC(C(N)=O)C2 (stereo unspecified)
  7, x, 4, -1, -3, -0.7, -3, -4.6, x
CC1=C(C(=O)N2CCOCC2)CC(CC(=O)NCCCCc2ccccc2)C(=O)N1Cc1ccc(C(C)(C)C)cc1 (stereo unspecified)
  0, x, 14, -11, 1, 1.0, 7, -2.1, x
Cc1noc(C)c1COC(=O)Cn1c(C)nc2ccccc21
  4, 0, 6, 6, -1, 0.0, 9, 0.0, 1.1
COc1ccc(-c2nc3ccccn3c2NCc2ccc3c(c2)OCO3)cc1
  -7, 0, 0, 1, 12, 4.7, 4, 1.4, 2.3

Further structures:
Values in the order – PrPC surface inh, Rv3671c inh, MazF activator, BoNT-F LC inh, FBA Mtb inh, BioA inh, GDH-TPI inh, FadD28 binding, Mtb UGM inh
CCOCCCN(C(=O)CCC(=O)Nc1cc(C)on1)C(C(=O)NC(C)(C)CC)c1cccc(OC)c1OC (stereo unspecified)
  1, -1, 4, 3, -5, -1.0, 15, -0.4, 3.3
S=C(NCCc1ccccc1)Nc1ccccc1Cl
  3, -4, 3, -10, 3, 2.2, -6, -1.2, 1.4
CCOC(=O)C1CCN(C(c2ccccn2)c2c(C)[nH]c3ccccc23)CC1 (stereo unspecified)
  -6, 2, 3, -5, 1, 0.2, 1, -1.5, -1.5
COc1ccc(NS(=O)(=O)c2cc(NC(=O)Cc3cccs3)ccc2C)cc1
  3, -22, 1, -1, 1, x, 4, -2.8, 8.0
CC(C)CNC(=O)c1cnn2c(C(F)(F)F)cc(C(F)(F)F)nc12
  -4, 0, -1, 1, 1, 1.7, -4, -2.7, 3.2
CC(=O)c1c(C)[nH]c(C(=O)Nc2ccc(F)c(F)c2F)c1C
  4, -2, 7, 4, -3, 2.3, -6, -0.6, 0.2
CCOC(=O)C1CCCN(C(=O)c2oc3ccccc3c2C)CC1 (stereo unspecified)
  1, x, x, -7, -2, 1.2, 3, -2.3, x
CC(=O)Nc1cccc(-c2csc(C(C)(NC(C)=O)c3ccccc3)n2)c1 (stereo unspecified)
  7, x, x, -8, 0, 0.3, 10, -1.3, x
COc1ccc(CCNC(=O)c2coc3ccccc3c2=O)cc1OC
  2, -1, 3, -11, 0, 2.0, 24, -3.7, 0.8
O=C(O)Cn1cc(/C=C2\C(=O)NC(=O)N(c3ccc(Br)cc3)C2=O)c2ccccc21
  5, -16, -31, -6, -2, x, 11, 5.1, -2.1
CN(C)c1ccc(CNC(=O)CCS(=O)(=O)c2ccc3c(c2)n(C)c(=O)c(=O)n3C)cc1
  x, 5, -5, -2, 3, -3.4, 15, 1.0, 4.6
CCC(C)NC(=O)c1ccccc1NC(=O)CN(c1ccc(OC)cc1)S(C)(=O)=O (stereo unspecified)
  5, 2, 6, -1, 5, 1.7, 4, 0.7, -0.7
COc1cc(CC(=O)NC2CCCc3ccccc32)cc(OC)c1OC (stereo unspecified)
  2, -4, 3, 2, -4, 0.8, 4, -4.2, 0.4

Bioassay records as filed in PubChem.
